CAL PDZ FP-1: CAL PDZ peptide-binding inhibitors, primary screen, biochemical, fluorescence polarization, Cer-tagged CAL PDZ, HTS; 0.02% of 330,000 active; Golgi-associated PDZ and coiled-coil motif-containing protein (Homo sapiens), Q9HD26; inhibition, % at 20 µM; purified CAL PDZ, TMR-peptide fluorescence polarization, 1 h; AID 504414, 2011;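 active = highest replicate inhibition of at least 40%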;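 also: plate controls were DMSO neutral control wells for no effect and unlabeled competitor peptide control wells for full effect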
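Material – purified CerCALP PDZ construct · Detection – FP readout, S and P plane fluorescence · Measure – percent inhibition from loss of millipolarization · Controls – unlabelled peptide for full inhibition, DMSO wells as neutral · Probe or stimulus – TMR-labelled reporter peptide T*-PRC34 bound in PDZ groove · Times – 1 h at RT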
CAL PDZ FP-2: untagged CAL PDZ binding inhibitors, primary screen, biochemical, fluorescence polarization, HTS | Golgi-associated PDZ and coiled-coil motif-containing protein (Homo sapiens), Q9HD26 | purified CAL PDZ, TMR-peptide fluorescence polarization, 1 h | inhibition, % at 24.9 µM | 0.92% of 300,000 active | AID 602252, 2012;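 active = mean inhibition of at least 30% with at least half of replicates also reaching 30%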;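 also: 0% = DMSO neutral control and 100% = excess unlabeled competitor peptide PRC23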
SR-BI uptake up: activators of SR-BI mediated DiI-HDL uptake, primary screen, ldlA[mSR-BI] CHO cells, DiI fluorescence. 0.096% of 320,000 active. activation, % at 12.5 µM. 3 h; 100 = double the neutral-control signal;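 active = mean replicate activation of at least 60% and every replicate at or above 60%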;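 also: 0% = median plate neutral-control signal and 100% = twice that signal; values of inactives mirror those of a sister screen read the other way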
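Test system: SR-BI-overexpressing, LDLR-lacking CHO cells; Medium: Ham's F12 with 0.5% BSA, HEPES 25 mM, pH 7.4; Schedule: 3 h, 37 °C; Technique: bottom-read fluorescence, 550/595 nm.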
PfHsp90 yeast 2: growth inhibition of PfHsp90-expressing yeast, primary screen, antimalarial PfHsp90 inhibitor project, S. cerevisiae, BacTiter-Glo luminescence, single point, set 2; BacTiter-Glo ATP, 48 h; yeast lacking PDR1 and PDR3 efflux regulators; inhibition, % at 9.4 µM; 0.32% of 310,000 active;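 active = every replicate shows inhibition above about 80%, whatever the replicate mean, limit read from the data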;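 also: 0% = DMSO neutral controls and 100% = 20 µM radicicol positive controls; yeast relying on Plasmodium falciparum Hsp90 in place of its own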
SR-BI DiI inh: inhibitors of SR-BI mediated HDL lipid uptake, primary screen, ldlA[mSR-BI] cells, fluorescence, single point. ldlA[mSR-BI] CHO cells, DiI-HDL uptake fluorescence, 3 h. Scavenger receptor class B member 1 (Mus musculus), Q61009. inhibition, % at 12.5 µM. AID 488896, 2010. 0.96% of 320,000 active;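 active = mean replicate inhibition of at least 70% and a set share of replicates each scoring 70 or more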;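 also: 0% = median of neutral control wells and 100% = median of positive control wells; values of inactives mirror those of a sister screen read the other way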
dFosB activator: activators of delta FosB homodimer, primary screen, biochemical, fluorescence polarization, TAMRA-CDK5 oligo, single point; Protein FosB (Mus musculus), P13346; purified delta FosB; percent of positive-control signal above neutral wells; activation, % at 25 µM; 0.99% of 340,000 active;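 active = mean activation above about 17%, with every replicate also reaching it, limit read from the data, passing the limit was not always enough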;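 also: fluorescence polarization rise as delta FosB binds a TAMRA Cdk5 AP-1 oligo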
MITF TRPM1 HTS: activators of MITF-driven TRPM1 promoter reporter, primary screen, cell-based, SK-MEL-5, luciferase, single point; SK-MEL-5 TRPM1-promoter luciferase, 24 h; % of positive control, neutral wells = 0; AID 588334, 2011; 0.75% of 300,000 active; activation, % at 12.5 µM;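 active = mean activation of at least 80% with every replicate also reaching 80%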;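 also: 0% = neutral control wells and 100% = parthenolide positive control wells; values of inactives mirror those of a sister screen read the other way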
Rtt109 Vps75: inhibitors of C. albicans Rtt109/Vps75 HAT, primary screen, biochemical, ThioGlo CoA-SH fluorescence, plate reader. Histone acetyltransferase RTT109 (Candida albicans (strain SC5314 / ATCC MYA-2876)), …. purified Rtt109/Vps75, 4 h. inhibition, % at 34.9 µM. 0.16% of 330,000 active. AID 540336, 2011;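 active = inhibition of at least 50% in every replicate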
PvdQ inh: P. aeruginosa PvdQ acylase inhibitors, primary screen, biochemical, fluorescence, plate reader and imaging, single point. 0.063% of 340,000 active. AID 488965, 2010. PvdQ acylase [Pseudomonas aeruginosa LESB58]. purified PvdQ acylase. inhibition, % at 10 µM; in the data active = inhibition above about 30%, passing the limit was not always enough;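 also: 0% = vehicle neutral wells and 100% = reference inhibitor wells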
NSD2 HMT inh: NSD2 histone methyltransferase inhibitors, primary screen, biochemical, AlphaScreen, single concentration, set 2 | NSD2 peptide methylation, 120 min | inhibition, % at 12.5 µM | 0.54% of 310,000 active | AID 743445, 2014; in the data active = inhibition above about 50%
Target sequence (O96028 whole entry, looked up): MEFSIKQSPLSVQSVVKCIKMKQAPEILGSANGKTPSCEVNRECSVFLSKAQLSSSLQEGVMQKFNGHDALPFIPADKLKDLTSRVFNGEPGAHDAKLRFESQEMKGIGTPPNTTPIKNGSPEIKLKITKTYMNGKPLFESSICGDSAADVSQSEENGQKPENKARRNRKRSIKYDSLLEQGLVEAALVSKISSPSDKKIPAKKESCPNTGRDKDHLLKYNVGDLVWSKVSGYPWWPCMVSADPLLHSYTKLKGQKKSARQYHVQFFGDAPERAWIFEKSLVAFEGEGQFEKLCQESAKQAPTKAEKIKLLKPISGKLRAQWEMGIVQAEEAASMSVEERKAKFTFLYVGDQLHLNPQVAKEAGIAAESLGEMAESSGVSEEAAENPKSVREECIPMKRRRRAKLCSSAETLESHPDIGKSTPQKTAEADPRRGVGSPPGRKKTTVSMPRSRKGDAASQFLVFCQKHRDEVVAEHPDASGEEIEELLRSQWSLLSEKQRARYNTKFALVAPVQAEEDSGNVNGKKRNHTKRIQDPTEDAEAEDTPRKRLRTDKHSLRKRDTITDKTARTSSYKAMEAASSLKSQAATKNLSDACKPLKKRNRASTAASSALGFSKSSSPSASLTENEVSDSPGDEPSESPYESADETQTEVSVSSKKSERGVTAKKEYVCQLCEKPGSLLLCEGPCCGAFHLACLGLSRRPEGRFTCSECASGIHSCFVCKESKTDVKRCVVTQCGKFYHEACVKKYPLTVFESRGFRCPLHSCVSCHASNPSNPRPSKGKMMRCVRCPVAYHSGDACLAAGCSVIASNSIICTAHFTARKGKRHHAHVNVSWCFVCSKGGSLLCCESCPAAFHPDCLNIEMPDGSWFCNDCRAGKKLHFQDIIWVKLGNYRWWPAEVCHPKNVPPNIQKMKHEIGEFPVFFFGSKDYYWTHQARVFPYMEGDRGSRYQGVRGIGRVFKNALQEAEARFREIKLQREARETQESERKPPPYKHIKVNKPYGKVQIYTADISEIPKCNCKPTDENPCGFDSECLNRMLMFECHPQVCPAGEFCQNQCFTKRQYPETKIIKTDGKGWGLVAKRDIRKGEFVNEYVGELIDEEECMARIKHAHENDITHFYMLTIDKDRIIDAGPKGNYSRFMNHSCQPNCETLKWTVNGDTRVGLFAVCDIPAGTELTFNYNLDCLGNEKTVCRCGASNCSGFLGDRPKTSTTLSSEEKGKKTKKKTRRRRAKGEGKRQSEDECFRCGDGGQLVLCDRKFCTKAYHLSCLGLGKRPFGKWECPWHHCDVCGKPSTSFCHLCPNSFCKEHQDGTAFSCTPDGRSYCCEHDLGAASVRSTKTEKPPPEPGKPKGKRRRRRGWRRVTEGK
Starred values were filed as active, the others as inactive; · = no result given.

molecule,CAL PDZ FP-1,CAL PDZ FP-2,SR-BI uptake up,PfHsp90 yeast 2,SR-BI DiI inh,dFosB activator,MITF TRPM1 HTS,Rtt109 Vps75,PvdQ inh,NSD2 HMT inh
CC1(C)Oc2ccc3ccc(=O)oc3c2/C(=C/NCCO)C1=O,-1.8,·,-1,5,1,-4,0,12,4,0
COc1ccc(C)cc1NC(=O)COC(=O)CCC(=O)c1cccs1,-0.3,-4,27,-7,-27,-2,8,9,-14,2
Fc1cc(F)c(F)c(SCn2cc(Br)cn2)c1F,-1.8,-2,4,-4,-4,2,7,-2,-9,2
Oc1ccc(Br)cc1/C=N/n1c(COc2ccccc2)n[nH]c1=S,·,0,0,-12,0,-4,9,0,12,20
COc1ccc(N2CCN(C3CCCN(S(=O)(=O)c4ccc(C)cc4C)C3)CC2)cc1 (stereo unspecified),0.6,2,-35,19,35,-12,-14,8,-14,23
O=C(c1n[nH]c2ccccc12)N1CCN(c2ccc(F)cc2)CC1,-0.8,-3,6,-4,-6,-2,23,10,-8,3
COc1ccc(OC)c(S(=O)(=O)N/N=C\c2cn(CC(N)=O)c3ccccc23)c1,1.2,-3,0,-1,0,-7,4,0,2,3
Cc1nc2cc(NC(=O)NCc3ccc4c(c3)OCO4)ccc2o1,-1.8,-3,-1,10,1,-9,-16,-10,-2,-3
CCc1nc2ccccc2c(C(=O)OCC(=O)N2CC(C)OC(C)C2)c1C (stereo unspecified),0.2,-3,-10,-26,10,-8,-4,1,-12,0
CC(Cc1ccccc1)=NNS(=O)(=O)c1ccc([N+](=O)[O-])cc1,-1.1,-1,-1,1,1,5,5,-1,-5,-1
O=C(NC(=S)Nc1ccccc1F)C1CCCCC1,-2.9,-6,-12,·,12,-3,66,11,1,·
Cc1ccc(NC(=O)c2ccco2)c(NC(=O)c2ccccc2C)c1,-2.3,-1,·,0,·,-4,-5,-25,-11,-4
COc1ccccc1-c1cc(C(=O)NC(C)c2ccccc2)no1 (stereo unspecified),-2.7,-19,-12,19,12,-9,5,-3,-7,0
Cc1cc(NC(=O)Nc2cccc(C(F)(F)F)c2)n(C)n1,-2.2,-4,-16,17,16,-9,-1,4,-8,-1
O=C(NCc1ccccc1)c1ccc(CN2CCOCC2)cc1,0.3,-3,12,-6,-12,4,-9,9,7,3
Cc1ccc2cc(C#N)c(N3CCCN(C(=S)NCCCN(C)C)CC3)nc2c1,-1.6,10,-37,2,37,-6,13,11,-11,-9
Cc1cccc(NC(=O)c2cc(S(=O)(=O)N3CCCC3)cn2C)c1,0.6,0,16,-1,-16,3,·,-3,1,·
CCCOc1cccc(C(=O)N(Cc2ccc(OC)c(OC)c2)C2CCS(=O)(=O)C2)c1 (stereo unspecified),-2.8,-6,4,7,-4,-10,0,-2,-10,16
COC(=O)CSc1nnc(CNC(=O)c2ccc(S(=O)(=O)N3CCCCC3)cc2)n1C,-0.4,0,29,-9,-29,2,-5,6,-17,-1
COc1ccc(S(=O)(=O)NCCSc2ccc(C)cc2)cc1OC,-0.8,-5,10,5,-10,-7,-5,12,14,-3
CCCOC(=O)c1ccc(NC(=O)c2cnccn2)cc1,-1.3,-1,·,-6,·,-12,64,8,7,-3
COc1ccc(N2CC(C(=O)N3CCN(c4ccccc4OC)CC3)CC2=O)cc1 (stereo unspecified),-2.1,-2,·,13,·,2,6,-4,-12,3
O=C(COc1ccccc1)NCC(c1ccco1)N1CCN(c2ccc(F)cc2)CC1 (stereo unspecified),-2.1,1,-27,·,27,-1,-13,17,6,6
CC(=O)COc1ccc2c(C)c(-c3ccccc3)c(=O)oc2c1,-1.8,4,2,27,-2,7,72,-10,8,0
CCCCOCCCNC(=O)C1CCCCC1,-0.6,-4,-4,-5,4,-5,-5,4,-6,·
C/C(=N\O)c1cc(Cl)ccc1O,-1.0,-3,·,-17,·,4,14,-2,-11,-1
Cc1c(C(=O)NC(=S)Nc2ccccc2N2CCCC2)cccc1[N+](=O)[O-],-1.9,-2,-16,-9,16,-10,14,0,-2,2
O=C1C2C3C=CC(CNS(=O)(=O)c4ccccc4)(O3)C2C(=O)N1c1ccc(Cl)cc1 (stereo unspecified),-3.1,-10,18,105*,-18,-2,-1,3,-15,-2
CCOC(=O)N1CCN(S(=O)(=O)c2ccc(C)cc2)CC1,-1.0,1,10,13,-10,-3,·,-11,-11,-6
O=C(NNc1ccc([N+](=O)[O-])cc1)Nc1ccccc1,-1.0,·,-13,0,13,0,·,-1,-4,1
OCCSc1nc(-c2ccccc2)nc2ccc(F)cc12,-2.7,0,-2,-28,2,-42,0,4,-7,0
COc1ccc(Cl)cc1CSc1n[nH]c(C)n1,0.3,3,-1,-10,1,4,4,6,-10,2
COc1ccc(C(CNC(=O)CNC(=O)c2ccc(F)cc2)N2CCCC2)cc1 (stereo unspecified),-0.2,·,5,20,-5,-9,2,4,-8,1
Cc1cc(/C=C2/SC(=O)N(CC(=O)N3CCCC3)C2=O)ccc1N1CCOCC1,1.1,-5,-19,1,19,-2,-12,-5,3,3
CCOc1ccc(S(=O)(=O)Nc2cccc(C(=O)N3CC(C)OC(C)C3)c2)cc1 (stereo unspecified),-1.6,-7,19,-11,-19,-5,-6,-23,-5,32
CCOC(=O)/C(=N\Nc1cccc(C(F)(F)F)c1)N1CCOCC1,-2.4,4,-1,-19,1,-3,13,3,-6,-1
COc1ccccc1NC(=O)COc1ccc(/C=N/NC(=O)CSCc2ccc(Cl)cc2)cc1,-0.2,-2,-41,19,41,-9,4,3,-15,-2
COc1ccccc1C(=O)NC(=O)Nc1c(C)cc(C)cc1C,-2.1,10,-1,22,1,-2,6,-7,-5,-2
O=C(NCC1CC1)c1ccc2c3n(nc2c1)-c1ccccc1CO3,-5.5,-7,-49,·,49,5,44,10,1,·
CCn1c2ccccc2c2cc(NC(=O)CSc3nnc(C4CC4)n3Cc3ccco3)ccc21,-1.5,0,-22,3,22,-9,-6,1,3,3

Continued, overlapping the part above by four compounds.
molecule,CAL PDZ FP-1,CAL PDZ FP-2,SR-BI uptake up,PfHsp90 yeast 2,SR-BI DiI inh,dFosB activator,MITF TRPM1 HTS,Rtt109 Vps75,PvdQ inh,NSD2 HMT inh
COc1ccccc1NC(=O)COc1ccc(/C=N/NC(=O)CSCc2ccc(Cl)cc2)cc1,-0.2,-2,-41,19,41,-9,4,3,-15,-2
COc1ccccc1C(=O)NC(=O)Nc1c(C)cc(C)cc1C,-2.1,10,-1,22,1,-2,6,-7,-5,-2
O=C(NCC1CC1)c1ccc2c3n(nc2c1)-c1ccccc1CO3,-5.5,-7,-49,·,49,5,44,10,1,·
CCn1c2ccccc2c2cc(NC(=O)CSc3nnc(C4CC4)n3Cc3ccco3)ccc21,-1.5,0,-22,3,22,-9,-6,1,3,3
N#CCCn1cc(/C=N/O)c(-c2cccc([N+](=O)[O-])c2)n1,-7.2,1,30,-1,-30,1,14,1,-9,1
Oc1ccc(-n2nnnc2SCc2c(F)cccc2Cl)cc1,0.0,-2,7,-4,-7,-3,0,11,1,0
CCOc1ccc(OCC(=O)OCC(=O)N2CCN(C(=O)c3ccco3)CC2)cc1,-2.0,-3,25,-13,-25,-6,-1,0,8,1
O=S(=O)(Cc1ccc(Cl)cc1)CC(O)COCc1ccccc1 (stereo unspecified),-0.3,-2,4,9,-4,1,-3,3,-11,1
O=[N+]([O-])/C(C(=C(Cl)Cl)N1CCOCC1)=C1\NCCO1,-1.1,2,8,9,-8,1,-4,-1,-7,4
CC(=O)N(C)c1ccc(NS(=O)(=O)c2cccc3nsnc23)cc1,·,-1,20,-8,-20,0,-7,2,-8,0
O=C(COC(=O)c1ccccc1NC(=O)c1ccco1)Nc1ccc2c(c1)OCO2,-0.8,-5,-10,14,10,-2,-4,-9,-2,0
CCN1CCN(CC(=O)Nc2ccc(C)cc2C)C(=O)C1=O,-0.5,·,9,-3,-10,-1,-3,3,-12,·
COc1ccccc1NS(=O)(=O)c1cc2c3c(c1)CCN3C(=O)CC2,-2.0,2,-2,·,2,-7,-4,48,11,1
O=C(Cc1ccc2ccccc2c1)NC(Cc1ccccc1)C(=O)O (stereo unspecified),-0.4,-4,7,2,-7,6,5,-4,-2,·
Cc1ccc(S(=O)(=O)CC(=O)c2cc(C)c(O)c(C)c2)cc1,-2.7,-2,20,-15,-20,-7,3,·,-13,-2

Source: PubChem BioAssay (Broad Institute)
